Screens: PubChem, several laboratories
Vc quorum ag: quorum light induction in luxS cqsA deficient V. cholerae | AID 588436 | 350,000 tested, 0.16% active | V. cholerae BH1578 lux reporter, luminescence, 6 h | activation, % at 18.7 µM; in the data active means activation mostly above about 9.7%, no sharp cut-off; further: not every result past the cut was called active; inactives centre near 0; reference of the scale not given here
PfHsp40 rescue: compounds rescuing yeast from Plasmodium falciparum HSP40 toxicity | S. cerevisiae expressing PfHsp40, growth rescue, ATP luminescence | growth rescue, % at 12.5 µM | 340,000 tested, 0.68% active | AID 504582; in the data active means growth rescue above about 28%, passing the limit was not always enough;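 further: yeast W303a lacking pdr1 and pdr3 grown in galactose medium; growth measured after three days at 30 °C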
Yp Topo-I inh: Y. pestis Topo-I inhibition via cleavage products. AID 504884. activity, % at 10 µM. Y. pestis Topo-I cleavage product accumulation, plate reader. 360,000 tested, 0.064% active; in the data active means activity above about 50%, passing the limit was not always enough; further: inactives centre near 2
Anthrax LF inh2: inhibitors of Bacillus anthracis lethal factor protease; P15917; multiplex microsphere protease cleavage assay, LF; inhibition, % at 10 µM; 360,000 tested, 0.12% active; AID 588501; in the data active means inhibition above about 30%; further: plate controls were buffer without enzyme for full effect and enzyme alone for no effect
Target sequence (P15917 whole entry, looked up): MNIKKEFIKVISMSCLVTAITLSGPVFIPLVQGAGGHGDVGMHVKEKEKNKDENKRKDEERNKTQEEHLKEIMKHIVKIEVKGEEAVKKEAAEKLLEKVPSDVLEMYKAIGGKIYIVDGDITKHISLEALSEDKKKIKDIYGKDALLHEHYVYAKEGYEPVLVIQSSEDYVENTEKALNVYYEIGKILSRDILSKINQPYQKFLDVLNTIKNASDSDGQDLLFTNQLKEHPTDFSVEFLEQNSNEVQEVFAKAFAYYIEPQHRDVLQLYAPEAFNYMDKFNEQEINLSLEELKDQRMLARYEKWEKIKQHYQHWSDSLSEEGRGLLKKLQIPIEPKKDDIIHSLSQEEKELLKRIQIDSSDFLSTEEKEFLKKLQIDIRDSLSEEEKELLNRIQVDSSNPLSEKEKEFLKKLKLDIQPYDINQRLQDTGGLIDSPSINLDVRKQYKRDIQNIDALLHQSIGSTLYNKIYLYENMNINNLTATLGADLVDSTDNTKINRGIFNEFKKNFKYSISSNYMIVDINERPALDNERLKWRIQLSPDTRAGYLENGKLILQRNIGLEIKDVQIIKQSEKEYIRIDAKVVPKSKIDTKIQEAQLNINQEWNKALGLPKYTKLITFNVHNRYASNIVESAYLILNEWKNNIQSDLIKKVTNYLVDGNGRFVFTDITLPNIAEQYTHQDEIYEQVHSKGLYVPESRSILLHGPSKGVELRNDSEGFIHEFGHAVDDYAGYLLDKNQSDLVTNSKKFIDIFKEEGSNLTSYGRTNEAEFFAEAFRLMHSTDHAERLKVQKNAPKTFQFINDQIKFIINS
DUSP3 inh: blocks human VHR1 dual specificity phosphatase; recombinant VHR phosphatase, pNPP absorbance; inhibition, % at 13.3 µM; 290,000 tested, 0.52% active; AID 1654; in the data active means inhibition above about 50%; further: some compounds called inactive have numbers as strong as hits
Target sequence (P51452 whole entry, looked up): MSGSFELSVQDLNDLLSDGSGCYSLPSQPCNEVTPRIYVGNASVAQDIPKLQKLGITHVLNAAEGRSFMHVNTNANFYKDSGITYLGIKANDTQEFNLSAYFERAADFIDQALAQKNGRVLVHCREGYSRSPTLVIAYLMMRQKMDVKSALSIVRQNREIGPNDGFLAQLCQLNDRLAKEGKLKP
MazF activator: MazEF (E. coli) toxin RNase activation; P0AE70; FAM/BHQ RNA-DNA oligo cleavage fluorescence, 5 h; 350,000 tested, 0.32% active; activation, % at 20 µM; in the data active means activation above about 50%
3CLpro inhibitor: SARS-CoV 3CLpro protease inhibition; inhibition, % at 6 µM; recombinant SARS-CoV 3CLpro, quenched FRET peptide cleavage; 290,000 tested, 0.14% active; P0C6X7; in the data active means inhibition above about 12%
TcdB inh: TcdB glycohydrolase inhibition; P18177; TcdB glycohydrolase enzymatic assay, plate reader; inhibition, % at 9.99 µM; 350,000 tested, 0.24% active; AID 652162; in the data active means inhibition above about 10%
Rv3671c protease: Rv3671c (M. tuberculosis) protease inhibition; 320,000 tested, 0.048% active; AID 2606; inhibition, % at 5.96 µM; P9WHR9; in the data active means inhibition above about 38%;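 further: extracellular domain of Rv3671c used as enzyme; 0% = enzyme with DMSO and 100% = no enzyme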
SSB-PriA inh: blocks PriA binding to SSB C-terminal tail | inhibition, % at 33 µM | AlphaScreen SSBct-PriA binding, biotinylated peptide | AID 1272365 | 430,000 tested, 0.6% active; in the data active means inhibition mostly above about 37%, no sharp cut-off; inactive means mostly below about 20%;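 further: plate controls were negative control peptide for no effect and reference peptide for full effect; strong numbers were not always called active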
Starred values were filed as active, the others as inactive. The list is partial; the hit share may differ from the screen's.

How did O=C(N/N=C/c1cccn1-c1ccccc1)c1ccncc1 do in these assays?
Vc quorum ag: -0.6; PfHsp40 rescue: -0.9; Yp Topo-I inh: 10; Anthrax LF inh2: 0; DUSP3 inh: 16; MazF activator: 4; 3CLpro inhibitor: 4; TcdB inh: -0.1; Rv3671c protease: 0

What do the screens show for `O=C1C2CCCN2C(c2ccccc2)N1c1ccc(Cl)cc1` (stereo unspecified)?
Vc quorum ag: inactive; PfHsp40 rescue: 0.4; Yp Topo-I inh: -3; Anthrax LF inh2: -6; DUSP3 inh: -5; MazF activator: -3; 3CLpro inhibitor: 3; Rv3671c protease: 7; SSB-PriA inh: -21

Results for O=C(O)CCCn1cc(NC(=O)COc2ccccc2[N+](=O)[O-])cn1 ?
Vc quorum ag: inactive; PfHsp40 rescue: 1.6; Yp Topo-I inh: -8; Anthrax LF inh2: -2; DUSP3 inh: -29; MazF activator: -6; 3CLpro inhibitor: -4; TcdB inh: 0.5; Rv3671c protease: 3; SSB-PriA inh: -6

What do the screens show for `O=C(CN1CCN(c2ccccc2F)CC1)N1CCc2ccccc21`?
Vc quorum ag: -0.6; PfHsp40 rescue: 0.5; Yp Topo-I inh: -2; Anthrax LF inh2: 18; DUSP3 inh: 7; MazF activator: 8; 3CLpro inhibitor: 2; TcdB inh: -1.1; Rv3671c protease: 0; SSB-PriA inh: -12

How did CCCOC(=S)N/C(=N\S(=O)(=O)c1ccccc1)c1ccccc1 do in these assays?
Vc quorum ag: -0.2; PfHsp40 rescue: -0.2; Yp Topo-I inh: -6; Anthrax LF inh2: -3; DUSP3 inh: 12; MazF activator: 0; 3CLpro inhibitor: 1; Rv3671c protease: 3

Results for NNC(=O)c1sc(-c2ccc(Cl)cc2)cc1N ?
Vc quorum ag: inactive; PfHsp40 rescue: -1.0; Yp Topo-I inh: 2; Anthrax LF inh2: -9; DUSP3 inh: 51*; MazF activator: -4; 3CLpro inhibitor: 0; TcdB inh: 0.2; Rv3671c protease: -3; SSB-PriA inh: -4

How did COc1ccc(-c2noc(CCC(=O)Nc3cc(Cl)c(OC)cc3OC)n2)cc1 do in these assays?
Vc quorum ag: inactive; PfHsp40 rescue: 0.9; Yp Topo-I inh: -3; Anthrax LF inh2: -2; DUSP3 inh: 12; MazF activator: -8; 3CLpro inhibitor: -1; Rv3671c protease: -4; SSB-PriA inh: -15

How did CSCCNC(=O)c1ccc2nc(Cc3ccccc3F)oc2c1 do in these assays?
Vc quorum ag: -0.4; PfHsp40 rescue: 2.4; Yp Topo-I inh: 14; Anthrax LF inh2: 8; DUSP3 inh: 64; MazF activator: -4; 3CLpro inhibitor: -3; TcdB inh: -1.0; Rv3671c protease: 2; SSB-PriA inh: -8

What do the screens show for `CC(=O)Nc1ccc(NC(=S)NC(=O)c2ccc([N+](=O)[O-])c(C)c2)cc1`?
Vc quorum ag: -0.2; PfHsp40 rescue: -0.4; Yp Topo-I inh: -1; Anthrax LF inh2: -2; DUSP3 inh: -4; MazF activator: 4; 3CLpro inhibitor: 5; TcdB inh: -0.3; Rv3671c protease: -9; SSB-PriA inh: 1

How did CCOC(=O)C1=C(C)N(C)C(=S)NC1c1ccc(Cl)cc1 (stereo unspecified) do in these assays?
Vc quorum ag: inactive; PfHsp40 rescue: -1.0; Yp Topo-I inh: 7; Anthrax LF inh2: 0; DUSP3 inh: 8; MazF activator: -10; 3CLpro inhibitor: 3; TcdB inh: 1.8; Rv3671c protease: -3; SSB-PriA inh: -13

How did O=C(COC(=O)COc1ccc(Cl)cc1)NC1CCCCC1 do in these assays?
Vc quorum ag: -1.1; PfHsp40 rescue: -0.3; Yp Topo-I inh: 6; Anthrax LF inh2: -8; DUSP3 inh: 4; MazF activator: 5; 3CLpro inhibitor: 1; Rv3671c protease: -5; SSB-PriA inh: -8

Results for O=C1c2cc(O)c(O)cc2S(=O)(=O)C1c1ccccc1 (stereo unspecified) ?
Vc quorum ag: 3.0; PfHsp40 rescue: -0.4; Yp Topo-I inh: 2; Anthrax LF inh2: -8; MazF activator: 4; TcdB inh: -6.2; Rv3671c protease: 12; SSB-PriA inh: -7

How did O=C1Nc2cccnc2Sc2ccccc21 do in these assays?
Vc quorum ag: inactive; PfHsp40 rescue: 1.6; Yp Topo-I inh: 2; Anthrax LF inh2: 2; DUSP3 inh: 18; MazF activator: 4; 3CLpro inhibitor: -2; Rv3671c protease: 5; SSB-PriA inh: -7

Results for CC(=O)/C(N=Nc1cc2c(c([N+](=O)[O-])c1C)C(C)(C)CC2(C)C)=C(\C)O ?
Vc quorum ag: -0.4; Yp Topo-I inh: -4; DUSP3 inh: 13; MazF activator: -6; 3CLpro inhibitor: 1; TcdB inh: 1.8; Rv3671c protease: 4

What do the screens show for `CC(C)Oc1ccc(C(=O)NC2CCCCC2)cc1`?
Vc quorum ag: -0.4; PfHsp40 rescue: 0.1; Yp Topo-I inh: 5; Anthrax LF inh2: 1; DUSP3 inh: 19; MazF activator: -2; 3CLpro inhibitor: 1; Rv3671c protease: -4; SSB-PriA inh: -19

Taken from above for reference:
Results for CC(=O)/C(N=Nc1cc2c(c([N+](=O)[O-])c1C)C(C)(C)CC2(C)C)=C(\C)O ?
Vc quorum ag: -0.4; Yp Topo-I inh: -4; DUSP3 inh: 13; MazF activator: -6; 3CLpro inhibitor: 1; TcdB inh: 1.8; Rv3671c protease: 4

What do the screens show for `CC(C)Oc1ccc(C(=O)NC2CCCCC2)cc1`?
Vc quorum ag: -0.4; PfHsp40 rescue: 0.1; Yp Topo-I inh: 5; Anthrax LF inh2: 1; DUSP3 inh: 19; MazF activator: -2; 3CLpro inhibitor: 1; Rv3671c protease: -4; SSB-PriA inh: -19

(more compounds)
What do the screens show for `O=C(OCC(=O)N(Cc1ccccc1)C1CCS(=O)(=O)C1)c1cc2c(s1)CCCC2` (stereo unspecified)?
Vc quorum ag: -0.3; PfHsp40 rescue: 1.0; Yp Topo-I inh: 20; Anthrax LF inh2: -2; DUSP3 inh: -4; MazF activator: 1; 3CLpro inhibitor: -2; TcdB inh: 0.4; Rv3671c protease: -3; SSB-PriA inh: 3

Results for CCN(CC)C(=O)Cn1cc(C(=O)C(=O)N2CCN(c3ccc([N+](=O)[O-])cc3)CC2)c2ccccc21 ?
Vc quorum ag: -0.9; PfHsp40 rescue: 2.1; Yp Topo-I inh: 25; Anthrax LF inh2: 7; DUSP3 inh: 2; MazF activator: -5; 3CLpro inhibitor: -6; TcdB inh: -1.3; Rv3671c protease: 3; SSB-PriA inh: 6

What do the screens show for `CC(C)Cc1ccc(CN2CCCC(NC(=O)c3ccoc3)C2)cc1` (stereo unspecified)?
Vc quorum ag: -3.6; PfHsp40 rescue: -1.0; Yp Topo-I inh: 16; Anthrax LF inh2: -1; DUSP3 inh: 36; MazF activator: -1; 3CLpro inhibitor: 1; TcdB inh: 1.6; Rv3671c protease: -8; SSB-PriA inh: 5

Results for Cn1c(N)c(C(=O)COC(=O)c2ccc(Cl)c(S(=O)(=O)N3CCCC3)c2)c(=O)n(C)c1=O ?
Vc quorum ag: -0.7; PfHsp40 rescue: -0.3; Yp Topo-I inh: 4; Anthrax LF inh2: -1; DUSP3 inh: -9; MazF activator: 9; 3CLpro inhibitor: -2; TcdB inh: 0.4; Rv3671c protease: -13; SSB-PriA inh: -7

How did CCOC(=O)C1=C(C)NC(=O)NC1/C(C)=C/c1ccccc1 (stereo unspecified) do in these assays?
Vc quorum ag: -0.2; PfHsp40 rescue: -1.7; Yp Topo-I inh: 0; Anthrax LF inh2: 1; DUSP3 inh: 0; MazF activator: 4; 3CLpro inhibitor: 0; TcdB inh: -1.2; Rv3671c protease: -6; SSB-PriA inh: -7

Results for COc1cc(OC)nc(NC(=O)COC(=O)C2CCCCC2)n1 ?
Vc quorum ag: -0.6; PfHsp40 rescue: 1.6; Yp Topo-I inh: 10; Anthrax LF inh2: -2; DUSP3 inh: 4; MazF activator: 8; 3CLpro inhibitor: -4; Rv3671c protease: -6; SSB-PriA inh: -1

How did C=CCN(CC=C)Cc1cc(=O)n2c(-c3ccccc3)csc2n1 do in these assays?
Vc quorum ag: 1.8; PfHsp40 rescue: 1.9; Yp Topo-I inh: 0; Anthrax LF inh2: -4; DUSP3 inh: 31; MazF activator: 0; 3CLpro inhibitor: -1; TcdB inh: 1.7; Rv3671c protease: 4; SSB-PriA inh: -5

What do the screens show for `CSc1cccc(NC(=S)N(CCCN2CCC(C)CC2)Cc2cccs2)c1`?
Vc quorum ag: -0.2; PfHsp40 rescue: 1.2; Yp Topo-I inh: 6; Anthrax LF inh2: -2; DUSP3 inh: 21; MazF activator: 4; 3CLpro inhibitor: 2; TcdB inh: -0.5; Rv3671c protease: 3; SSB-PriA inh: 3

Results for O=C(CCN1CCOCC1)NNC(=S)NC(=O)c1ccc(Br)cc1 ?
Vc quorum ag: 0.1; PfHsp40 rescue: 0.4; Yp Topo-I inh: 0; Anthrax LF inh2: 1; DUSP3 inh: 20; MazF activator: 2; 3CLpro inhibitor: 1; TcdB inh: 6.6; Rv3671c protease: 2; SSB-PriA inh: -5

What do the screens show for `CCOc1ccccc1NC(=O)CCS(=O)(=O)c1cccc2nsnc12`?
Vc quorum ag: -0.4; PfHsp40 rescue: 0.1; Yp Topo-I inh: 0; Anthrax LF inh2: 3; DUSP3 inh: 4; MazF activator: 6; 3CLpro inhibitor: 0; TcdB inh: -0.9; Rv3671c protease: 3; SSB-PriA inh: 4

What do the screens show for `O=C(O)c1cc(-c2cccc3ccccc23)nc2ccccc12`?
Vc quorum ag: 0.1; PfHsp40 rescue: -1.9; Yp Topo-I inh: 2; Anthrax LF inh2: 6; DUSP3 inh: -29; MazF activator: 7; 3CLpro inhibitor: 1; TcdB inh: 1.4; Rv3671c protease: -5; SSB-PriA inh: -16

Results for CNc1ccc(/C=C\CCCO)cn1 ?
Vc quorum ag: 0.3; Yp Topo-I inh: 0; Anthrax LF inh2: -2; TcdB inh: 1.1

Results for N#Cc1cc([N+](=O)[O-])ccc1NC(=O)COC(=O)c1cnccn1 ?
PfHsp40 rescue: -1.4; Yp Topo-I inh: -1; Anthrax LF inh2: -2; MazF activator: 5; TcdB inh: -2.3; Rv3671c protease: 4; SSB-PriA inh: -4

Results for CCCn1nnnc1NC(=O)COc1ccc(CC)cc1 ?
Vc quorum ag: -0.1; PfHsp40 rescue: 2.1; Yp Topo-I inh: -8; Anthrax LF inh2: -2; DUSP3 inh: -10; MazF activator: 1; 3CLpro inhibitor: -2; Rv3671c protease: -4; SSB-PriA inh: 2

Results for COc1ccc(-n2cc(C(=O)c3cc(Cl)ccc3O)cc(C#N)c2=O)cc1 ?
Vc quorum ag: inactive; PfHsp40 rescue: -0.3; Yp Topo-I inh: 0; Anthrax LF inh2: -3; DUSP3 inh: 21; MazF activator: -8; 3CLpro inhibitor: -1; TcdB inh: 0.6; Rv3671c protease: 3; SSB-PriA inh: -17

How did CC(C)N1CCC1(C)C(=O)Nc1cc(-c2ccccc2)nn1C (stereo unspecified) do in these assays?
Vc quorum ag: inactive; Yp Topo-I inh: -2; Anthrax LF inh2: 1; TcdB inh: -0.1

What do the screens show for `COc1ccc(C)cc1Nc1n[n+](-c2ccccc2)c(-c2cccc(Cl)c2Cl)s1`?
Vc quorum ag: -3.7; PfHsp40 rescue: 7.6; Yp Topo-I inh: -4; Anthrax LF inh2: -4; DUSP3 inh: 10; MazF activator: -12; 3CLpro inhibitor: 0; Rv3671c protease: -19; SSB-PriA inh: 20

What do the screens show for `O=C(NCCc1ccc(Cl)cc1)C12CC3CC(CC(O)(C3)C1)C2`?
Vc quorum ag: -3.1; PfHsp40 rescue: -1.1; Yp Topo-I inh: -1; Anthrax LF inh2: -4; DUSP3 inh: 19; MazF activator: -2; 3CLpro inhibitor: 1; TcdB inh: 0.8; Rv3671c protease: -5; SSB-PriA inh: -13
